LAP4-GFP MLPCN – modulators of TOR pathway LAP4-GFP in S. cerevisiae. hit rate 0.34% among 320,000. S. cerevisiae LAP4-GFP multiplex, flow cytometry GFP, 3 h; median GFP as percent of DMSO wells. GFP response vs DMSO, % at 10 µM;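 active = GFP response vs DMSO above a set limit, about the screen mean plus 3 SD, cut at about 150% in these data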
proCasp7 act – activates human procaspase-7, counter-screen for procaspase-3 activators. P55210. recombinant procaspase-7, Ac-DEVD-pNA absorbance 405 nm; D23A/D198A/D206A triple mutant, cannot self-cleave; scale: DMSO 0, 5 µM enzyme 100. activation, % at 8.5 µM. hit rate 0.093% among 330,000;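 active = percent activation above the screen-wide mean plus 3 SD, cut at about 25% in these data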
Target sequence (P55210 whole entry D23A/D198A/D206A): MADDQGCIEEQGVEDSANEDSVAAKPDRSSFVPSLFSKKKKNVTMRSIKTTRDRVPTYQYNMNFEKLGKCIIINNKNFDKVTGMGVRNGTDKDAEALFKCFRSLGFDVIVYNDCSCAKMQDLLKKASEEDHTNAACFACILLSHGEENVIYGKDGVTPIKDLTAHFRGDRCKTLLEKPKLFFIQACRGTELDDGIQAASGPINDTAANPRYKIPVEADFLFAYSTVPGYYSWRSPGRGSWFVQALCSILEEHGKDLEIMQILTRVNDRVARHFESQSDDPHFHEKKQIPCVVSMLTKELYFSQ
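buffer or medium = Zinc-free HEPES/NaCl buffer, pH 7.4 | material = Procaspase-7 triple mutant (PC-7 D3A) | input = 2 µM procaspase-7 mutant as dispensed | signal = Epi-absorbance of released pNA at 405 nm, two timepoints | timing = 1 h preincubation, 2 h reaction | replicates = singlicate compound testing | evaluation = % activation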
CIT2-GFP yeast – alters CIT2-GFP fluorescence in TOR pathway yeast screen; S. cerevisiae CIT2-GFP strain, flow cytometry, 3 h; 100 means same as DMSO wells; GFP response vs DMSO, % at 10 µM; hit rate 0.065% among 320,000; AID 2029;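 active = GFP response relative to DMSO above a set limit, near the screen mean plus 3 SD, cut at about 150% in these data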;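 also: ratio of well median GFP fluorescence to mean of DMSO wells on the plate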
AGP1-GFP MLPCN – alters AGP1-GFP fluorescence in TOR pathway yeast screen; S. cerevisiae AGP1-GFP multiplex flow cytometry, 3 h; GFP as percent of DMSO wells; GFP response vs DMSO, % at 10 µM; hit rate 0.02% among 320,000;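 active = GFP response relative to DMSO above a set limit, near screen average plus 3 SD, cut at about 150% in these data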;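 also: median GFP channel fluorescence of the gated AGP1 strain per well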
MEP2-GFP yeast – alters MEP2-GFP fluorescence in TOR pathway yeast screen; S. cerevisiae MEP2-GFP strain, flow cytometry GFP, 3 h; 100% = DMSO control level; GFP response vs DMSO, % at 10 µM; hit rate 0.51% among 330,000;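 active = GFP response versus DMSO above a set limit, roughly screen mean plus 3 SD, cut at about 180% in these data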;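 also: median GFP fluorescence of the barcode-gated MEP2-GFP cells per well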
proCasp3 act – activates human procaspase-3; P42574; recombinant procaspase-3 D3A, Ac-DEVD-pNA absorbance 405 nm; activation, % at 8.5 µM; hit rate 0.11% among 330,000; AID 463141;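 active = activation above the mean of all tested compounds plus 3 SD, cut at about 21% in these data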;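 also: 0% = DMSO alone and 100% = DMSO wells spiked with extra 5 µM PC-3 D3A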
Target sequence (P42574 whole entry D9A/D28A/D175A): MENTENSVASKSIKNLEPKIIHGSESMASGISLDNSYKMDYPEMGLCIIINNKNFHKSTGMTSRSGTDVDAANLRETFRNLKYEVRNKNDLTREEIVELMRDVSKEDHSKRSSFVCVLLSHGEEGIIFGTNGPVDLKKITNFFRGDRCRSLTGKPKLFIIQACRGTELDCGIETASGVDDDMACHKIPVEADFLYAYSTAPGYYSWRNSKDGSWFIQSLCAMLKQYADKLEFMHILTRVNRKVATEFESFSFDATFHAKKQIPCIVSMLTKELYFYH
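System: Procaspase-3 D3A mutant. Medium: Zinc-free 300 mM NaCl, 50 mM HEPES, 0.01% Triton X-100. Schedule: 1 h preincubation plus 2 h reaction at 25 °C. Measured by: 405 nm absorbance of p-nitroaniline, reads at 0 and 120 min. Read-out: percent activation relative to control range.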
RPL19A-GFP yeast – alters RPL19A-GFP fluorescence in TOR pathway yeast screen; hit rate 0.3% among 330,000; S. cerevisiae RPL19A-GFP strain, flow cytometry, 3 h; hits give low values; percent response vs DMSO, % at 10 µM;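 active = percent response vs DMSO below 50%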;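 also: median channel GFP fluorescence of the barcoded RPL19A-GFP strain; ratio of sample median GFP to plate DMSO average so 100% = DMSO; lower means less RPL19A-GFP as with rapamycin TOR inhibition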
AHR activator – activates the human aryl hydrocarbon receptor. AHR-responsive luciferase reporter cells, luminescence. activation, % at 5 µM. hit rate 2.5% among 320,000. AID 2796; in the data active = activation above about 47%;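 also: 0% = vehicle wells and 100% = reference agonist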
* hit, by the source's call.

#	Structure	CIT2-GFP yeast	proCasp3 act	RPL19A-GFP yeast	MEP2-GFP yeast	AGP1-GFP MLPCN	proCasp7 act	AHR activator	LAP4-GFP MLPCN
1	Nc1c(C(=O)NCCN2CCOCC2)c2nc3ccccc3nc2n1-c1ccccc1	103	3	103	105	103	-3	5	100
2	Cc1onc(-c2ccccc2)c1C(=O)Nc1nnc(CC(C)C)s1	97	-4	97	104	97	4	1	98
3	O=C(Nc1ccc(C(=O)Oc2ccccc2)c(O)c1)c1ccco1	96	1	101	107	97	-1	1	144
4	CC(C)(C)c1ccccc1NC(=O)COC(=O)CN1C(=O)NC2(CCCC2)C1=O	92	3	97	95	105	5	-1	109
5	CC1=C(C(=O)Nc2cccc(C(=O)N3CCN(c4cccc(C(F)(F)F)c4)CC3)c2)SCCO1	103	3	98	99	100	3	0	105
6	O=C(CN1CCOCC1)NN1CC(=O)N(c2ccc(Cl)cc2)CC1=O	89	-1	97	99	99	14	0	103
7	CCN(CC)S(=O)(=O)c1ccc(Cl)c(NC(=O)COc2ccccc2[N+](=O)[O-])c1	105	-6	101	105	94	-8	3	95
8	Cc1cc2c(=O)n(C)c(SCC(=O)Nc3cccc(F)c3)nc2s1	105	10	105	106	102	11	-1	99
9	COc1ccc(C(=O)NC2CC2)cc1OC1CCN(Cc2ccc(F)c(F)c2)CC1	104	7	107	106	104	4	2	100
10	O=C(O)c1ncsc1-c1ccccc1	103	-8	100	96	108	-14	10	106
11	COc1ccccc1/C=C(\C#N)C(=O)c1cccn1C	77	-3	88	82	81	-2	10	129
12	O=C1S/C(=C\c2ccc(N3CCOCC3)o2)C(=O)N1Cc1ccc(F)cc1	102	-9	102	101	105	5	0	103
13	O=[N+]([O-])c1ccc(Sc2nccn2Cc2ccccc2)c([N+](=O)[O-])c1	106	-1	103	104	115	13	3	109
14	Cc1ccc(S(=O)(=O)CC(C)(O)CS(=O)(=O)c2ccc(C)cc2)cc1	91	-4	93	95	96	-1	-1	100
15	CCOC(=O)N1CCC(c2cc(=O)n(-c3ccccc3)[nH]2)CC1	98	5	99	94	99	6	0	94
16	Cc1ccccc1C1(CCN2CCCCC2)CCOC(C)(C)C1 (stereo unspecified)	97	2	107	101	112	11	-1	110
17	O=c1c2ccccc2nc(SCc2nnc(-c3ccccc3)o2)n1-c1ccccc1	96	6	96	101	100	-2	-3	108
18	COc1cc(C2C3C(=O)N(c4ccccc4)C(=O)C3ON2c2ccccc2)cc(OC)c1OC (stereo unspecified)	90	6	104	97	94	7	1	95
19	c1ccc(CCN(Cc2ccccc2)C2CCN(C3CCCC3)CC2)cc1	96	3	100	98	102	-3	7	102
20	COC(=O)c1cc(S(=O)(=O)NCC2CCN(Cc3ccccc3F)CC2)c[nH]1	101	3	100	95	99	2	0	92

2 records picked at random from the list so far:
#	Structure	CIT2-GFP yeast	proCasp3 act	RPL19A-GFP yeast	MEP2-GFP yeast	AGP1-GFP MLPCN	proCasp7 act	AHR activator	LAP4-GFP MLPCN
18	COc1cc(C2C3C(=O)N(c4ccccc4)C(=O)C3ON2c2ccccc2)cc(OC)c1OC (stereo unspecified)	90	6	104	97	94	7	1	95
12	O=C1S/C(=C\c2ccc(N3CCOCC3)o2)C(=O)N1Cc1ccc(F)cc1	102	-9	102	101	105	5	0	103

The list continues:
#	Structure	CIT2-GFP yeast	proCasp3 act	RPL19A-GFP yeast	MEP2-GFP yeast	AGP1-GFP MLPCN	proCasp7 act	AHR activator	LAP4-GFP MLPCN
21	CC1CCN(S(=O)(=O)c2ccc(-c3nnc(SCc4cccnc4)o3)cc2)CC1	98	-6	101	102	95	-1	4	104
22	O=C(NCCN1CCCC1)c1ccc2c(c1)N(Cc1ccc(F)cc1)C(=O)c1ccccc1S2=O (stereo unspecified)	113	9	102	97	103	2	0	96
23	CCCCN(C)CCNC(=O)CN1C(=O)CSc2ccc(S(=O)(=O)N3CCOCC3)cc21	102	3	92	104	101	15	2	103
24	COc1cc(OC)c(C2=NOC(C(=O)Nc3c(C)nn(CC(=O)N4CCCC4)c3C)C2)cc1Cl (stereo unspecified)	99	-2	100	103	100	12	-1	102
25	Cc1cc(C)c2nc(-c3ccncc3)cc(C(=O)N3CCN(Cc4ccccc4Cl)CC3)c2c1	100	6	100	98	100	2	16	98
26	O=[N+]([O-])c1ccccc1S(=O)(=O)Nc1ccc(-c2ccc(N3CCOCC3)nn2)cc1	103	5	98	105	102	1	9	108
27	CN(CC(=O)Nc1ccc(F)cc1)C(=O)Cn1nnc(-c2ccccc2)n1	106	2	102	101	104	4	4	99
28	COC(=O)[C@H](CCSC)NC(=O)NC1CC1	106	-7	96	94	103	-13	-2	99
29	CN(Cc1ccccc1)C(=O)c1ccccc1Br	87	-6	96	56	84	-6	4	71
30	CC(C)(C)C(=O)Oc1cccc(Nc2ncnc3ccccc23)c1	96	1	104	107	97	2	-2	93
31	COc1ccc(NC(=O)CN(C2CCCCC2)S(C)(=O)=O)cc1Cl	106	-7	99	94	106	1	-2	99
32	O=C(CCNC(=O)c1ccc(Br)cc1)OCc1ccccc1Cl	86	-3	96	95	107	5	1	119
33	COc1ccc(C(=O)N/C(=C\c2cccc3ccccc23)C(=O)NCCc2c[nH]c3ccccc23)cc1OC	86	3	90	90	87	-3	9	90
34	Cc1ccc(Cn2ccc(NC(=O)c3cc(-c4ccc(Br)cc4)on3)n2)cc1	104	-5	104	98	108	-3	0	106
35	O=C(CN1C(=O)C2C3C=CC(C3)C2C1=O)OCC(=O)c1ccc(Br)cc1 (stereo unspecified)	101	-15	105	105	87	-6	1	81
36	COCC(=O)N1CCC(Oc2cccc(C(=O)NCc3ccccn3)c2)CC1	100	-2	98	104	99	0	2	94
37	CC(C)(C)c1ccc(Oc2coc3cc(OCC(=O)O)ccc3c2=O)cc1	105	-1	102	111	112	5	-3	112
38	O=c1c2ccccc2ncn1-c1ccccc1F	103	-6	102	101	106	6	1	99
39	CCCCc1nc(SCC(=O)Nc2ccc(S(N)(=O)=O)cc2)n[nH]1	106	6	96	104	103	9	-1	96
40	COc1ccc(CNC(=O)C/C(C)=N/NC(=O)c2ccc(OC)cc2OC)cc1	101	6	108	109	103	-4	13	101

(more compounds)
#	Structure	CIT2-GFP yeast	proCasp3 act	RPL19A-GFP yeast	MEP2-GFP yeast	AGP1-GFP MLPCN	proCasp7 act	AHR activator	LAP4-GFP MLPCN
41	CC(=O)Nc1cccc(N(C(=O)C2COc3ccccc3O2)C(C(=O)NC2CCCCC2)c2cn(C)nc2C)c1 (stereo unspecified)	101	6	98	97	98	5	1	92
42	CSc1cccc(NC(=O)c2ccccc2N(C)S(C)(=O)=O)c1	106	8	101	99	108	14	1	100
43	CCCOc1ccc(OC(=O)c2ccc(Br)o2)cc1	98	4	104	106	113	-2	0	103
44	NC(=O)NOCc1cccc(Cl)c1	94	8	93	93	97	4	2	94
45	O=C(c1ccc(N2C(=O)C3CC=C(Cl)CC3C2=O)cc1)N1CCCCC1 (stereo unspecified)	108	-8	88	104	90	0	-1	93
46	CCOc1ncccc1C(=O)OCC(=O)c1ccc(Cl)s1	90	-4	95	90	91	-3	6	100
47	COC(=O)c1ccc(CN2CCCC(CO)(Cc3ccc(F)cc3F)C2)cc1 (stereo unspecified)	101	-3	107	108	107	10	-1	97
48	CCOc1ccccc1NC(=O)C1CCN(C(=O)Cc2ccccc2)CC1	95	-1	101	100	100	1	6	104
49	O=C(C1=NN[C@@H]2C(=O)N(c3ccccc3C(F)(F)F)C(=O)[C@H]12)C(c1ccccc1)c1ccccc1	104	1	106	99	102	8	-1	104
50	CCN(CC)c1ccc2cc(C(=O)NNC(=O)c3ccc(S(=O)(=O)N4CCCCC4)cc3)c(=O)oc2c1	96	-1	103	99	103	0	1	100
51	Cc1ccc(-c2nn(-c3ccccc3)cc2C(=O)NCC(c2cccs2)N2CCOCC2)cc1 (stereo unspecified)	91	1	95	98	100	4	5	102
52	CSc1sc(C(=O)Nc2ccc(F)cc2F)c2c1C=CCC2	101	-6	95	108	103	1	31	108
53	C=CCNC(=S)NNC(=O)CSc1nc2ccccc2s1	91	-3	97	102	93	-10	32	92
54	Cn1nnc(NC(=S)NC(=O)c2cc(Cl)ccc2Cl)n1	94	-4	97	103	90	-20	0	121
55	COc1ccc(NC(=O)CSc2ccc(NC(C)=O)cc2)cc1S(=O)(=O)N1CCCCC1	103	-2	98	100	100	5	1	93
56	O=C(c1cc(-c2ccc3c(c2)OCO3)on1)N1CCCCC1	100	1	101	106	104	2	6	103
57	O=S(=O)(NC1CC1)c1ccc(S(=O)(=O)N2CCC3(CC2)OCCO3)cc1	95	10	90	94	100	1	0	110
58	CCC(C)NC(=S)Nc1ccc2nc(N3CCOCC3)cc(C)c2c1 (stereo unspecified)	121	2	103	143	95	8	0	106
59	Cc1noc2ncnc(Oc3ccc4ccccc4c3)c12	82	-3	94	97	92	-9	0	108
60	CC1(C)CC(=O)C(C=Nc2ccccc2)=C(O)C1	83	3	93	94	86	-1	-4	96

(cont.)
#	Structure	CIT2-GFP yeast	proCasp3 act	RPL19A-GFP yeast	MEP2-GFP yeast	AGP1-GFP MLPCN	proCasp7 act	AHR activator	LAP4-GFP MLPCN
61	CCSc1nnc(NC(=O)COc2ccccc2)s1	87	3	93	97	91	-1	-1	100
62	O=C(NC(=S)N1CCOCC1)c1cn(-c2ccccc2)nc1-c1ccccc1	94	1	99	95	90	-22	6	103
63	Cc1cc(C)c2c(n1)SCC(=O)N2CC(=O)NCCC1=CCCCC1	106	4	106	109	110	-2	-2	100
64	CN(C)C(=O)CNC(=O)C1CCCCC1	104	-11	102	108	106	-5	-1	109

6 neighbouring records already listed, quoted:
#	Structure	CIT2-GFP yeast	proCasp3 act	RPL19A-GFP yeast	MEP2-GFP yeast	AGP1-GFP MLPCN	proCasp7 act	AHR activator	LAP4-GFP MLPCN
44	NC(=O)NOCc1cccc(Cl)c1	94	8	93	93	97	4	2	94
45	O=C(c1ccc(N2C(=O)C3CC=C(Cl)CC3C2=O)cc1)N1CCCCC1 (stereo unspecified)	108	-8	88	104	90	0	-1	93
46	CCOc1ncccc1C(=O)OCC(=O)c1ccc(Cl)s1	90	-4	95	90	91	-3	6	100
47	COC(=O)c1ccc(CN2CCCC(CO)(Cc3ccc(F)cc3F)C2)cc1 (stereo unspecified)	101	-3	107	108	107	10	-1	97
48	CCOc1ccccc1NC(=O)C1CCN(C(=O)Cc2ccccc2)CC1	95	-1	101	100	100	1	6	104
49	O=C(C1=NN[C@@H]2C(=O)N(c3ccccc3C(F)(F)F)C(=O)[C@H]12)C(c1ccccc1)c1ccccc1	104	1	106	99	102	8	-1	104

A second format for part of the listing above.
(62) O=C(NC(=S)N1CCOCC1)c1cn(-c2ccccc2)nc1-c1ccccc1
  CIT2-GFP yeast = 94
  proCasp3 act = 1
  RPL19A-GFP yeast = 99
  MEP2-GFP yeast = 95
  AGP1-GFP MLPCN = 90
  proCasp7 act = -22
  AHR activator = 6
  LAP4-GFP MLPCN = 103
(63) Cc1cc(C)c2c(n1)SCC(=O)N2CC(=O)NCCC1=CCCCC1
  CIT2-GFP yeast = 106
  proCasp3 act = 4
  RPL19A-GFP yeast = 106
  MEP2-GFP yeast = 109
  AGP1-GFP MLPCN = 110
  proCasp7 act = -2
  AHR activator = -2
  LAP4-GFP MLPCN = 100

High-throughput results deposited in PubChem BioAssay by several laboratories.
